Tb PFK inh: inhibitors of T. brucei phosphofructokinase | T. brucei PFK, ADP-Glo luminescence | O15648 | 330,000 compounds, 0.17% hits | Potency, µM (top dose mostly 57.5 µM), inactives show at the highest dose activity, negative = inhibition, actives largely listed as inhibitors | AID 485367;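 also: potency is read from the fitted curve at half-maximal effect; 0% = uninhibited 1x PFK enzyme wells and -100% = no-enzyme wells; nearly all actives have a fitted effect of over 60% in size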
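Activity is normalized to no-enzyme wells (full inhibition) and 1.25 nM enzyme wells (no inhibition). Reaction: 0.5 mM F6P, 0.1 mM ATP, 45 min RT, ADP-Glo luminescence; concentration-response curves fitted and classed by quality.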
TSG101-PTAP inh: blocks PTAP/TSG101 interaction to inhibit HIV-1 budding; 340,000 tested, under 10 active; Potency, µM (doses to about 115 µM), inactives show at the top dose activity change, negative = inhibition, most hits filed as inhibitors; Q99816; Fluorescence polarization, FITC-PTAP peptide / Tsg101 binding; active = well fitted inhibition curve with a large enough effect in the main read-out, with a control signal flat, not every such curve was filed as active; inconclusive = small, poorly fitted or top-dose-only effect, or effect the other way, or a change in a side signal; inactive = no such curve, though single readings can be large or run the other way; also: potency is read from the fitted curve at half-maximal effect; % of control where 0% means no effect
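Compounds were pin-transferred onto Tsg101 binding domain (10 uM final) in HEPES pH 7.5 buffer, then FITC-PTAP peptide was added at 50 nM final. After 20 min at RT, polarization reported peptide displacement across a qHTS concentration series.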
USP2a block: USP2a (human) protease inhibition; O75604; USP2 core, Ub-CHOP2 coupled fluorogenic reporter, 485/531; Potency, µM (top dose mostly 38.3 µM), inactives show top-dose activity change, negative = inhibition, usual class: inhibitors; 330,000 compounds, 0.01% hits;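 also: potency is read from the fitted curve at half-maximal effect; plate controls were DMSO wells for no effect and full inhibition by NEM control for full effect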
Target sequence (O75604 whole entry, looked up): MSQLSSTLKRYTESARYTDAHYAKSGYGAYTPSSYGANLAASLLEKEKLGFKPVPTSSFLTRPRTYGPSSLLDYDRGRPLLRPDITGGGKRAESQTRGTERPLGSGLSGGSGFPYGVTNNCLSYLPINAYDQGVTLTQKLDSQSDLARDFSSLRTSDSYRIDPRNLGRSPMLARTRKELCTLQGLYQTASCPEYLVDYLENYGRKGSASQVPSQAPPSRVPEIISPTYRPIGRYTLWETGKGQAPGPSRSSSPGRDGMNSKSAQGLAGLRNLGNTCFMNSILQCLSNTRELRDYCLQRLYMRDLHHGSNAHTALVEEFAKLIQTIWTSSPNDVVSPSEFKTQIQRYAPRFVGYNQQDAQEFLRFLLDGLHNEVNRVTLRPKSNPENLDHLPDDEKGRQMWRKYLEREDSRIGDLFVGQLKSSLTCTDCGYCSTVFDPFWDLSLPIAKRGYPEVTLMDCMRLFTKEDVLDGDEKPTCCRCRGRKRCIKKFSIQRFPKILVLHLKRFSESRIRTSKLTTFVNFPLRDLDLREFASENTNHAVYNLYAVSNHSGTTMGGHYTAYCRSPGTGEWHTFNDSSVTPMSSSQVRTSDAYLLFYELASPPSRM
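Cell-free coupled assay: 10nM USP2 core preincubated 30min RT with compound in Tris-HCl pH 8.0/CaCl2/CHAPS buffer, then 25nM Ub-CHOP2 and 25nM reporter substrate; fluorescence (Ex 485/Em 531) read after 60min RT, normalized to NEM inhibition, concentration-response curves fitted.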
Chronic BCR inh: inhibitors of chronic active B-cell receptor signaling | ABC-DLBCL IkBa-CBG/CBR reporter, luminescence ratio, 4 h | Potency, µM (doses to about 46.1 µM), for inactives: at the top dose ratio change, negative = lower green/red ratio, most hits filed as inhibitors | 340,000 compounds, 0.05% hits; active = well fitted inhibition curve with a large enough effect in the signal ratio, with a control signal flat, not every such curve was filed as active; inconclusive = small, poorly fitted or top-dose-only effect, or effect the other way, or a change in a side signal; the % refers to the signal ratio;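 also: potency is read from the fitted curve at half-maximal effect; plate controls were basal doxycycline-induced cells for no effect and cells given 10 µM MG132 for full effect; MG132 reads +100%, hits lower the ratio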
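TMD8 ABC-DLBCL cells carrying doxycycline-inducible green luciferase fused to IkappaBalpha plus unfused red luciferase were exposed to compounds (up to 46 uM) for 4 hrs at 37C. Activity came from the overlap-corrected green/red luminescence ratio.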
uPA surface inh: inhibitors of cell surface uPA generation | cell surface uPA generation assay, qHTS | Potency, µM (titrated, usually from 38.3 µM), for the others: at the highest dose activity change, negative = inhibition, hits mostly inhibitors | 330,000 compounds, 0.31% hits; active = well fitted inhibition curve with a large enough effect; inconclusive = small, poorly fitted or top-dose-only effect; inactive = no such curve, though single readings can be large or run the other way; tested in mouse RAW 264.7 cells; also: potency is read from the fitted curve at half-maximal effect; % is scaled to controls: 0 for no effect and ±100 for the full control effect; nearly all actives have a fitted effect of over 55% in size
B2AR arrestin: agonists driving beta-arrestin recruitment to human beta2-adrenergic receptor; beta-arrestin recruitment to beta2AR, cell-based reporter; P07550; Potency, µM (highest dose often 46.1 µM), inactives show at the highest dose activation, actives largely listed as activators; 330,000 compounds, 0.02% hits;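 also: potency is read from the fitted curve at half-maximal effect; 0% = DMSO controls and full agonism = EC100 isoproterenol or metaproterenol; nearly all actives have a fitted effect of over 65% in size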
TCR activator: T cell receptor activation; primary human leukocytes, anti-CD3, IL-2 HTRF, 48 h; Potency, µM (top dose mostly 9.22 µM), without a hit: top-dose activation of IL-2 secretion, most hits filed as activators; 330,000 tested, under 10 active; also: % of control where 0% means no effect
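Human primary leukocytes + a-CD3 beads + cpd, 48 hr; IL-2 in supernatant by HTRF (ex 320nm / em 665nm). No co-stimulatory signal supplied.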
TSHR antagonist: blocks TSH signaling through the human TSH receptor | TSHR-expressing cells, TSH-stimulated cAMP HTRF, 2 h; active compounds read low | activity change, negative = inhibition, % at 11.5 µM | 330,000 compounds, 0.2% hits;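 active = activity change below a set negative limit, meaning inhibition stronger than a set level, cut at about -70% in these data; inconclusive = activity change between two set negative limits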; also: % is scaled to controls: 0 for no effect and ±100 for the full control effect
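Read-out is FRET at 665 nm (cryptate excitation 337 nm) from a cryptate-tagged anti-cAMP antibody, competed by cell cAMP against cAMP-d2. Compounds are tested on freshly harvested TSHR cells challenged with 4nM TSH (EC80) for 2 hours at 37 deg C.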
Mito fusion yeast: inhibitors of mitochondrial division or activators of mitochondrial fusion. S. cerevisiae fusion-defective mutant growth rescue, CellTiterGlo 48 h. Potency, µM (titrated, usually from 46.1 µM), without a hit: at the top dose growth rescue (activation), hits mostly activators. 320,000 compounds, 0.23% hits;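 also: potency is read from the fitted curve at half-maximal effect; % of control where 0% means no effect; nearly all actives have a fitted effect of over 45% in size; temperature-sensitive fusion mutants such as fzo1-1 at 37 °C on non-fermentable ethanol glycerol medium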
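Yeast fusion mutant, YPEG (non-fermentable carbon), compound, 48 h at 37C non-permissive; CellTiterGlo added, 10 min RT, luminescence read. Rescued growth = division inhibition.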
ELG1 DNA repair: ELG1-dependent DNA repair inhibition. HEK293T ELG1-luciferase reporter, luminescence, 16 h; DNA damage induced by 5-fluorouridine. Potency, µM (highest dose often 46.1 µM), inactives show top-dose activity change, negative = inhibition, most hits filed as inhibitors. 330,000 compounds, 2.3% hits. AID 504467; also: potency is read from the fitted curve at half-maximal effect; % is scaled to controls: 0 for no effect and ±100 for the full control effect; nearly all actives have a fitted effect of over 55% in size
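Cells (2,000 per well) received 5-fluorouridine plus test compound or DMSO and were incubated 16 hr at 37 °C, 5% CO2. Luciferase activity was read by luminescence 30 min after ONE-Glo addition; signal suppression marked inhibition of damage-induced ELG1 function.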
Eya2 inh: blocks the phosphatase activity of human Eya2. O00167. recombinant Eya2, OMFP fluorescence dephosphorylation (OMFP is methylfluorescein phosphate). Potency, µM (doses to about 76.9 µM), inactives show at the highest dose activity, negative = inhibition, usual class: inhibitors. 330,000 compounds, 0.006% hits. AID 488837; also: potency is read from the fitted curve at half-maximal effect; % is scaled to controls: 0 for no effect and ±100 for the full control effect
Target sequence (O00167 whole entry, looked up): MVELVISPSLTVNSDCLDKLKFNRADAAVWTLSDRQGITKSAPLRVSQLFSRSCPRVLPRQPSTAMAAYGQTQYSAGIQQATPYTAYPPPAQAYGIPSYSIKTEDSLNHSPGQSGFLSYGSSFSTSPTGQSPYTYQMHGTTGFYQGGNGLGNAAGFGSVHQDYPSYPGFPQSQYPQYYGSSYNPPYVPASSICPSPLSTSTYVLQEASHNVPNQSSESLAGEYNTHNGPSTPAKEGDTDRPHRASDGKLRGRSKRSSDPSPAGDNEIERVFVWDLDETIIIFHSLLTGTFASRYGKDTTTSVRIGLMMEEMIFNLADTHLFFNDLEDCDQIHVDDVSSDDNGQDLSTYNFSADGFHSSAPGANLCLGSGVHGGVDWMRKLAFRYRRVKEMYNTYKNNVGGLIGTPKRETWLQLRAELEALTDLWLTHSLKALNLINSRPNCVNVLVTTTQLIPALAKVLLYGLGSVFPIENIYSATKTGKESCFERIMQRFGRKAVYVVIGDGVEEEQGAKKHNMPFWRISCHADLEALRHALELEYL
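Eya2 protein (added as 0.2 uM solution) was preincubated with compound for 10 min at ambient temperature in 50 mM HEPES pH 7.5, 50 mM NaCl, 5 uM MgCl2, 0.05% BSA, 1 mM DTT. OMFP (added at 50 uM) then reacted 10 min; fluorescence read at 485/525 nm.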
Numbers without * were called inactive; ? = inconclusive; nt = not tested or not shown; [ ] = remark or other dose. Unless noted, calls follow the shape of the dose curve; as a rule, active = well fitted curve in the direction sought with a large enough effect; inconclusive = small, poorly fitted or top-dose-only effect, or another doubt; inactive = no such curve, though single readings can be large; an effect the other way counts as inactive or inconclusive.

1: COc1cc(CNS(=O)(=O)c2ccc3c(c2)CC(C)N3C(=O)C2CCC2)cc(OC)c1OC (configuration not stated)
2: CC1CCC(NC(=O)CCS(=O)(=O)c2ccc3c(c2)NC(=O)CO3)CC1 (configuration not stated)
3: O=C(COC(=O)/C=C/c1cccc(C(F)(F)F)c1)NC1CCCCCC1
4: CCC1=Nc2cc(C(=O)NCCCN3CCOCC3)ccc2Sc2ccccc21
5: O=C(Nc1ccc(N2CCCC2)cc1)c1ccc(Br)o1
compound no.,1,2,3,4,5
Tb PFK inh,1%,0%,-7%,0%,2%
TSG101-PTAP inh,-7%,-1%,0%,0%,-2%
USP2a block,3%,1%,0%,0%,-18%
Chronic BCR inh,2%,3%,-1%,3%,-1%
uPA surface inh,-15%,-4%,-3%,-3%,-16%
B2AR arrestin,0.0%,3.8%,-0.9%,0.1%,-0.2%
TCR activator,0%,5%,4%,11%,1%
TSHR antagonist,-16,3,27,11,-5
Mito fusion yeast,8%,-3%,-7%,-2%,5%
ELG1 DNA repair,-13%,1%,24%,14%,?
Eya2 inh,1%,-18%,9%,-2%,-13%

6: O=C(Oc1ccc(Cl)cc1)c1ccc2nccnc2c1
7: O=C(CN1C(=O)c2ccccc2S1(=O)=O)Nc1ncc([N+](=O)[O-])s1
8: CC(C)n1c2ccccc2c2nnc(SCC(=O)OCN3C(=O)c4ccccc4C3=O)nc21
9: O=C(NCCOc1ccccc1F)C1CC(=O)N(c2ccc3c(c2)OCCO3)C1 (configuration not stated)
10: COc1cc(O)c(C(CC(=O)N2CCCC2)c2ccc(N(C)C)cc2)c(OC)c1 (configuration not stated)
compound no.,6,7,8,9,10
Tb PFK inh,-2%,1%,-1%,-9%,0%
TSG101-PTAP inh,-3%,-2%,-4%,0%,nt
USP2a block,1%,0%,0%,3%,4%
Chronic BCR inh,?,-19%,1%,-1%,-5%
uPA surface inh,6%,6%,-3%,-24%,-10%
B2AR arrestin,0.4%,0.4%,-0.6%,-0.3%,0.2%
TCR activator,4%,4%,4%,2%,-1%
TSHR antagonist,-1,-5,-17,0,-3
Mito fusion yeast,3%,-1%,2%,0%,-7%
ELG1 DNA repair,-8%,6%,-4%,2%,-1%
Eya2 inh,-14%,1%,-9%,14%,-11%

11: Cc1ccc(NC(=S)N2CCC(N(C)CC3CCCO3)CC2)cc1 (configuration not stated)
12: COCCN1Cc2cccc(C(=O)NCCc3ccccc3)c2C1=O
13: CCCOc1ccc(C(=O)NCC(c2ccco2)N(C)C)cc1 (configuration not stated)
14: Clc1ccc(OCCCn2ccnc2)c(Br)c1
15: CCN(CC)CCNC(=O)CSc1c2c(nc3cc(Cl)ccc13)CCCC2
compound no.,11,12,13,14,15
Tb PFK inh,-1%,1%,11%,-5%,-8%
TSG101-PTAP inh,-1%,-7%,0%,0%,-9%
USP2a block,2%,-2%,4%,1%,1%
Chronic BCR inh,4%,2%,?,?,?
uPA surface inh,-3%,-9%,3%,-1%,?
B2AR arrestin,0.5%,-1.0%,-0.9%,-1.4%,-0.1%
TCR activator,-2%,-1%,-5%[46.1 µM],-7%[46.1 µM],-27%
TSHR antagonist,6,-7,0,-4,9
Mito fusion yeast,-4%,6%,7%,5%,4%
ELG1 DNA repair,1%,3%,?,?,?
Eya2 inh,0%,-1%,-4%,-1%,-1%

16: CC(=O)c1cccc(NC(=O)Nc2csc3c2CCCC3)c1
17: Cc1cc(C)c(N=Cc2c(O)n(-c3nccs3)c(=O)c3ccccc23)c(C)c1
18: CCC(=O)NC(=S)Nc1ccc(S(=O)(=O)NC(C)C)cc1
19: COc1ccc(C2NC(=O)NC(C)=C2C(=O)OCc2ccccc2)cc1 (configuration not stated)
20: CCOc1cc(N2CCOCC2)c(OCC)cc1NC(=O)c1ccc(NC(C)=O)cc1
compound no.,16,17,18,19,20
Tb PFK inh,2%,-1%,1%,0%,2%
TSG101-PTAP inh,0%,-1%,-1%,-6%,-3%
USP2a block,-1%,2%,-9%,-1%,2%
Chronic BCR inh,?,?,-15%,0%,-1%
uPA surface inh,5%,-7%,nt,-1%,2%
B2AR arrestin,0.4%,-0.2%,-1.2%,-1.1%,0.5%
TCR activator,7%,-1%[46.1 µM],0%,-1%,4%
TSHR antagonist,-16,-2,0,37,-9
Mito fusion yeast,2%,?,5%,1%,-3%
ELG1 DNA repair,0%,?,18%,-5%,-27%
Eya2 inh,14%,4%,-9%,17%,-3%

21: Cc1nn(C)c(C)c1S(=O)(=O)N1CCC(CO)(Cc2ccc(Cl)cc2)CC1
22: CC(=O)c1ccc(S(=O)(=O)N(CC(=O)NC2CC2)Cc2ccc(F)cc2)cc1
23: NC(=O)c1ccc(/C=N/O)nc1
24: Brc1ccc(-c2csc(N3CCCCCC3)n2)cc1
25: Cc1ccccc1N1CCN(CC(=O)NCc2ccc(Cl)cc2)CC1
compound no.,21,22,23,24,25
Tb PFK inh,-4%,-1%,-1%,1%,-2%
TSG101-PTAP inh,-4%,-5%,-1%,-1%,0%
USP2a block,-3%,0%,3%,-8%,1%
Chronic BCR inh,15%,7%,6%,?,-9%
uPA surface inh,nt,0%,7%,1%,3%
B2AR arrestin,-0.5%,-0.3%,-0.1%,-0.3%,0.2%
TCR activator,0%,4%,-2%,10%,2%
TSHR antagonist,-8,2,0,2,-1
Mito fusion yeast,4%,5%,0%,-11%,14%
ELG1 DNA repair,-20%,18%,12%,?,8%
Eya2 inh,-8%,-31%,-18%,-10%,-5%

26: COc1ccc(CCNC(=O)C/C(C)=N/NC(=O)Cc2cccc3ccccc23)cc1OC
27: O=C(Oc1ccc2ccc(O)cc2c1)C1CCCCC1
28: Cc1cc(C)cc(N(CC(=O)Nc2cccc(C)n2)S(=O)(=O)c2c(C)noc2C)c1
29: Cc1ccc(SCc2nc3ccccc3n2CC(=O)Nc2ccc(Cl)cc2)cc1
30: CC(=O)N/C(=C/c1ccc2c(c1)OCO2)C(=O)N1CCOCC1
31: CCOC(=O)C(C)Sc1nc2c(c(=O)[nH]c(=O)n2C)n1CCc1ccccc1 (configuration not stated)
32: CCSc1nnc(NC(=O)CSc2nc3c(c(=O)n2C)SC(C)C3)s1 (configuration not stated)
33: CCCc1nnc(NC(=O)CCC(=O)NCc2ccc(Cl)cc2Cl)s1
compound no.,26,27,28,29,30,31,32,33
Tb PFK inh,-2%,4%,1%,-2%,3%,-5%,-6%,-1%
TSG101-PTAP inh,-2%,-5%,-2%,-1%,0%,-5%,-2%,-10%
USP2a block,2%,-1%,0%,-4%,-6%,0%,4%,6%
Chronic BCR inh,-26%,2%,?,13%,-4%,6%,-5%,-3%
uPA surface inh,7%,3%,-19%,nt,-2%,-5%,10%,-10%
B2AR arrestin,0.2%,-0.1%,-0.1%,-0.9%,0.0%,0.3%,-0.1%,0.3%
TCR activator,20%,-1%,3%[46.1 µM],3%,nt,3%,-4%,-11%
TSHR antagonist,-8,-1,12,-22,-10,-8,-9,2
Mito fusion yeast,-1%,9%,3%,-8%,3%,-1%,5%,-6%
ELG1 DNA repair,-3%,0%,-15%,7.3µM*,3%,-13%,?,?
Eya2 inh,1%,-9%,-8%,-1%,-13%,3%,4%,-9%

Compound profiles, as listed above:
`Cc1cc(C)cc(N(CC(=O)Nc2cccc(C)n2)S(=O)(=O)c2c(C)noc2C)c1` as listed: Tb PFK inh = 1%; TSG101-PTAP inh = -2%; USP2a block = 0%; Chronic BCR inh = ?; uPA surface inh = -19%; B2AR arrestin = -0.1%; TCR activator = 3%[46.1 µM]; TSHR antagonist = 12; Mito fusion yeast = 3%; ELG1 DNA repair = -15%; Eya2 inh = -8%
`COc1ccc(CCNC(=O)C/C(C)=N/NC(=O)Cc2cccc3ccccc23)cc1OC` as listed: Tb PFK inh = -2%; TSG101-PTAP inh = -2%; USP2a block = 2%; Chronic BCR inh = -26%; uPA surface inh = 7%; B2AR arrestin = 0.2%; TCR activator = 20%; TSHR antagonist = -8; Mito fusion yeast = -1%; ELG1 DNA repair = -3%; Eya2 inh = 1%

Screening data (PubChem BioAssay)
